RBX1-CUL1 inh = inhibitors of human ROC1-CUL1 ubiquitin ligase activity; P62877+Q13616; in vitro K48 di-Ub FRET, acceptor:donor ratio, 45 min; inhibition, % at 10 µM; hit rate 0.6% among 140,000; AID 1347404; in the data active = inhibition above about 25%
Target sequence (P62877 whole entry, looked up): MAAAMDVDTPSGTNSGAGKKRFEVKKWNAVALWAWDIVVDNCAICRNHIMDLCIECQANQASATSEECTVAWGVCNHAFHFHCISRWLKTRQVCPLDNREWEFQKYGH
Target sequence (Q13616 whole entry, looked up): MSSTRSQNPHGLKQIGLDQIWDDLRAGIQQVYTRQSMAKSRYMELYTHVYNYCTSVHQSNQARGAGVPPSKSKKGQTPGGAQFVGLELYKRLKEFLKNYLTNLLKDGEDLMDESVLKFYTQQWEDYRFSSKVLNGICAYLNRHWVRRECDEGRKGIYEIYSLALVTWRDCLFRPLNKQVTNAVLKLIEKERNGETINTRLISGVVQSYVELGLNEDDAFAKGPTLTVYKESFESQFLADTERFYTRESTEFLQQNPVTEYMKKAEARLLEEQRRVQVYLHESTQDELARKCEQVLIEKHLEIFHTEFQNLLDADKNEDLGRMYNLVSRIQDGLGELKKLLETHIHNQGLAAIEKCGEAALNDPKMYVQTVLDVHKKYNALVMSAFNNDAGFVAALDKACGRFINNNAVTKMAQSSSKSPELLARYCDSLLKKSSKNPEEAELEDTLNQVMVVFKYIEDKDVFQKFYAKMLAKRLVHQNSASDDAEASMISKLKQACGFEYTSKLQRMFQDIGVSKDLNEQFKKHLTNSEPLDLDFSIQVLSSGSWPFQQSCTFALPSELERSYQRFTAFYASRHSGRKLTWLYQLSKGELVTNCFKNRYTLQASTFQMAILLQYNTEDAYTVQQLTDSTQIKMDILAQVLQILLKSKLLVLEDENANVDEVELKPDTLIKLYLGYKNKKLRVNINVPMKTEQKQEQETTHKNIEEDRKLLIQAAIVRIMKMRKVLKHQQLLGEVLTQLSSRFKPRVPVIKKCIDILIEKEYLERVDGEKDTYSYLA
* = called active by the depositor.

SMILES	RBX1-CUL1 inh
COC1(OC)C(c2ccco2)C(C#N)(C#N)C1(OC)OC (stereo not given)	-1.9
COc1ccc(-c2cc(-c3cccs3)nc3sc(C(=O)Nc4ccc(Cl)cc4)c(N)c23)cc1	-1.6
COc1cc(C2c3c(n[nH]c3-c3ccc(Cl)cc3)OC(=N)C2C#N)cc(OC)c1OC (stereo not given)	7.6
O=C(Cn1c(=O)oc2ccccc21)c1ccccc1	8.3
COC(=O)c1cc2oc(C)cc2n1CC(=O)Nc1ccc(C)cc1C	-9.7
CC(C)c1ccc(OC(=O)c2ccc(Cl)cc2)cc1	-2.4
Cc1ccc(NC(=O)CN2C(=O)N=C(Cc3ccc(Cl)s3)C2=O)cc1	3.5
COc1ccc(CNc2nc(-c3ccco3)nn2S(=O)(=O)c2ccc3ccccc3c2)cc1OC	-0.9
O=S(=O)(NCc1ccccc1)c1ccc(Br)s1	5.5
O=C(CCS(=O)(=O)c1cccs1)Nc1ccc(C(=O)Nc2ccccc2F)cc1	4.3
Cc1nc(CCNCc2ccccc2OCC(O)CN2CCCCC2)n[nH]1 (stereo not given)	-2.5
CCN(C(=O)Cn1c(=O)oc2cc(Cl)ccc21)c1cccc(C(F)(F)F)c1	-10.4
CC(C)CCNC(=O)c1ccc2c(c1)NC(=O)C(CS(=O)(=O)Cc1ccc(F)cc1)N2 (stereo not given)	1.2
CCC1CN(C(=O)N2CCC(C(=O)N3CCN(c4cccc(C)c4C)CC3)CC2)c2ccccc2O1 (stereo not given)	3.9
COc1ccc(N2CCN(C(=O)c3c(C)nn(-c4ccc(F)cc4)c3-n3cccc3)CC2)cc1	-4.8
CC(C)NC(=O)c1nc(-c2cccs2)no1	4.1
COc1cccc(OC)c1C(=O)Oc1ccc2c(=O)c(Oc3ccc4ccccc4c3)c(C(F)(F)F)oc2c1	-1.8
Cc1ccc(C(=O)NC(=S)Nc2ccccn2)cc1C	11.5
Cc1cnccc1CN(C)C(=O)c1cc(COc2ccc3c(c2)OCO3)[nH]n1	3.8
C[C@H](N[C@@H](c1ccccc1)c1c(O)ccc2ccccc12)c1ccccc1	-0.2
O=C(N=Nc1c(O)[nH]c(=O)[nH]c1=O)c1cccs1	2.5
COc1ccc(CCNC(=O)Cn2c(=O)n(-c3cc(OC)c(OC)c(OC)c3)c(=O)c3ccccc32)cc1OC	12.1
CCOc1ccc(-c2c(C)nn3c(C)c(C(=O)NCCc4ccc(C)cc4)cnc23)cc1OCC	-1.1
CCC1CCc2nc3sc(C(=O)Nc4cc(Cl)ccc4Cl)c(N)c3cc2C1 (stereo not given)	-3.8
O=S(=O)(NCc1ccccc1)c1cccc2ccccc12	11.2
CC(c1ccncn1)N(C)C(=O)c1cc(COc2ccc3c(c2)OCO3)[nH]n1 (stereo not given)	8.2
CC(=O)Nc1ccc(S(=O)(=O)N2CCN(C(=O)N3CCCC3)CC2)cc1	-3.5
CCOc1cc(C(=S)N2CCOCC2)ccc1OCc1ccccc1	1.8
Cc1ccc(C2=Nc3ncnn3C(c3c(F)cccc3Cl)C2)cc1C (stereo not given)	7.5
COc1ccc(OC)c(-c2cc(C(=O)Nc3c(C)nn(Cc4ccc(C)cc4)c3C)no2)c1	1.4
COc1cc(OC)c2c(C)c(CC(=O)NCCc3ccccc3OC)c(=O)oc2c1	-3.2
CC(=O)Nc1ccc(NC(=O)CSc2nc3ccc(NC(=O)c4ccccc4Cl)cc3s2)cc1	0.3
Cc1ccc(C(=O)Nc2cccc(C(=O)OCc3cc(=O)n4nc(C5CC5)sc4n3)c2)cc1	-7.9
COc1ccc(-c2nc(CNS(=O)(=O)c3cccc(F)c3)cs2)cc1	2.4
COc1ccc(C(=O)c2sc(NC(=O)c3ccccc3)nc2-c2ccccc2)cc1	-1.7
COc1ccc(Cl)cc1NC(=O)CN1c2ccccc2S(=O)(=O)c2ccccc21	-3.1
O=C(/C=C/c1ccccc1)O/N=C1\CCSc2ccccc21	1.4
O=C(NCCC1CCCCO1)c1cc(CN2CCc3ccccc3C2)on1 (stereo not given)	-4.8
Fc1nc(F)c(Cl)c(Oc2cc(Br)c(Br)cc2Oc2c(F)c(F)nc(F)c2Cl)c1F	-8.2
CSC1(n2ccc(-c3ccccc3)n2)C2CC3CC(C2)CC1C3 (stereo not given)	-8.2

The last 2 records of the part before are carried over, then new ones follow.
SMILES	RBX1-CUL1 inh
Fc1nc(F)c(Cl)c(Oc2cc(Br)c(Br)cc2Oc2c(F)c(F)nc(F)c2Cl)c1F	-8.2
CSC1(n2ccc(-c3ccccc3)n2)C2CC3CC(C2)CC1C3 (stereo not given)	-8.2
CN(NC(=O)CN1CCCCCC1)c1ccccc1	2.2
CCCc1c(C)nc(Nc2ccccc2)[nH]c1=O	5.5
COc1cc(/C=C2/SC(=Nc3ccc(F)cc3)NC2=O)ccc1OCC(=O)Nc1ccc(F)cc1	-1.6
CCCc1cc(=O)[nH]c(Nc2cc(Cl)ccc2OC)n1	1.5
COc1ccc(C2CC(=O)c3cc(-c4nc(-c5cccc([N+](=O)[O-])c5)cs4)c(=O)n(-c4ccc(C)c(C)c4)c3C2)cc1 (stereo not given)	-11.7
Cc1ccccc1-n1c(SCC(=O)Nc2ccc(Cl)cc2F)nnc1-c1cc2occc2n1C	-8.8
Cc1ccc2c(c1)C(=O)CS2(=O)=O	11.7
O=C(COC(=O)C12CC3CC(CC(C3)C1)C2)NCc1ccccc1	3.5
CSc1nc2sc3c(c2c(=O)[nH]1)CCN(Cc1ccccc1)C3	-10.0
CC(=O)c1cn(CCCn2cc(C(C)=O)c(=O)[nH]c2=O)c(=O)[nH]c1=O	1.9
COc1cc(C(c2c(C)n(C)n(-c3ccccc3)c2=O)C2C(=O)Oc3ccccc3C2=O)ccc1O (stereo not given)	3.3
COc1ccc(C2c3c(n[nH]c3C)OC(=N)C2C#N)cc1CSc1nc2ccccc2s1 (stereo not given)	7.7
Cc1cc(C)c(S(=O)(=O)n2c(=O)n(S(=O)(=O)c3cc(C)c(C)cc3C)c3ccccc32)cc1C	-6.5
CC(=O)NC(C)(C)C1CC=C(C)/C(=N\O)C1 (stereo not given)	-2.7
CCOC(=O)c1c(NC(=O)/C=C/c2ccc(C(C)C)cc2)sc2c1CCC2	-0.9
COc1cccc(C(=O)N=C2Cc3cc(OC)ccc3OC2=O)c1	-3.5
Cc1ccc(-n2nc3ccc(NC(=O)c4ccco4)cc3n2)cc1C	-2.5
COc1ccc(/C(C)=N/NC(=O)C(C)Nc2ccccc2)cc1 (stereo not given)	-6.2
CCOc1ccc(/C=N/NC(=O)Cn2nc(C)cc2C)cc1	-6.6
CC(C)(C)OC(=O)N1CCC[C@H]1C(=O)NCc1ccccc1	-11.4
O=C(CSc1nc(-c2ccc(Cl)cc2)nc2c1Cc1ccccc1O2)N1CCCCC1	-6.2
CCC(Oc1ccccc1OC)C(=O)N1CCN(c2cccc(Cl)c2)CC1 (stereo not given)	-0.1
CCCc1nn(C)c(C(=O)Nc2ccc(Cl)cc2)c1Cl	5.2
CCCCn1cc(/C=c2\sc3n(c2=O)C(c2ccc(OCC)cc2)C2=C(N=3)c3ccccc3CC2)c2ccccc21 (stereo not given)	-9.0
CCc1ccc(C(=O)c2cn(CC(=O)Nc3cc(OC)ccc3OC)c3ccc(C)cc3c2=O)cc1	2.8
S=c1oc(-c2cccs2)nn1CN1CCN(c2ccccc2)CC1	0.4
COc1ccc(-c2cc(C(F)(F)F)n3nc(C(=O)O)nc3n2)cc1	2.7
OCCc1ccc(OCc2cccc3nsnc23)cc1	8.2
CCOC(=O)c1cc2c(=O)n3ccccc3nc2n(Cc2ccco2)c1=NC(=O)c1cc(C)cc(C)c1	14.5
Cc1cc(C)c(C(=O)N2CCc3[nH]nc(CCC4CCCCC4)c3C2)c(=O)[nH]1	-4.3
CC[n+]1ccccc1/C=C1\C=Cc2cc(C)ccc2N1C	-8.5
CCNS(=O)(=O)c1ccc2c(c1)NC(=O)CO2	-1.5
Cc1cc(S(=O)(=O)Nc2ccc(-c3ccc(N4CCCCCC4)nn3)cc2)c(C)cc1Cl	-11.5
CCOC(=O)c1scc(-c2ccc(C)cc2)c1S(=O)(=O)Nc1ccc(OC)c(Cl)c1	6.1
Cc1ccc(C)c(NC(=O)CSc2nnc(Cc3ccccc3)n2C2CCCCC2)c1	1.1
CCn1ccnc1CN1CCN(Cc2cccs2)C(CCO)C1 (stereo not given)	-6.7
Cc1ccccc1C(=O)c1cccn1CC(=O)NCc1ccccc1	-8.3
CCOc1ccc(/C=N/NC(=O)Cc2csc(Nc3cccc(C(F)(F)F)c3)n2)cc1	-0.4
O=c1c2ccccc2cnn1CN1CCOCC1	3.4
CCn1cc(Cl)c(C(=O)N2N=C(c3ccc4c(c3)OCCO4)CC2c2ccccc2O)n1 (stereo not given)	-4.8
Cc1cccc(CS(=O)(=O)Nc2c(F)cccc2F)c1	1.3
CCOC(=O)c1c(NC(=O)c2cc(-c3ccc(Cl)cc3)on2)sc2c1CCCC2	-12.7
CCC(NC(=O)c1cc(COc2ccccc2F)[nH]n1)c1ccncc1 (stereo not given)	-8.2
Cc1cc2oc(C(=O)Nc3nc(-c4ccccc4)ns3)c(C)c2cc1Cl	-5.6
COc1cccc(NC(=O)CCc2nc(-c3cccs3)no2)c1	5.5
Cc1oc(-c2cccs2)nc1CN(C)Cc1ccc2nonc2c1	3.5
CC1CN(C(=O)c2ccc(NS(=O)(=O)c3cccc(Cl)c3)cc2)CC(C)O1 (stereo not given)	0.0
COc1cc(CN2CCC(OC)CC2)ccc1OCC(O)CN1CCOCC1 (stereo not given)	5.9
COc1ccc(NC(=O)C2(c3ccc(OC)c(OC)c3)CCCC2)cc1	0.9
CC1(CNCCO)CN=C(N2CCN(C(c3ccccc3)c3ccccc3)CC2)S1 (stereo not given)	3.6
(more compounds)
SMILES	RBX1-CUL1 inh
Cc1cccc(N2C(=O)/C(=C/c3ccc(O)cc3)SC2=S)c1C	19.4
CCOc1ccc2ccccc2c1/C=C1\N=C(SCC)SC1=O	8.4
O=C(Nc1ccc(F)c(Cl)c1)c1ccccc1NC(=O)C1CC=CCC1C(=O)O (stereo not given)	0.7
CCOc1ccc(CCNC(=O)CN2CCN(Cc3ccc(Cl)cc3)C2=O)cc1OCC	6.1
CC(C)CC(=O)Nc1ccnn1C1CCN(C(=O)CSc2ccncc2)CC1	4.4
Cc1cccc(C)c1OCC(=O)Nc1sc(C)c(C)c1C(N)=O	3.7
O=[N+]([O-])c1cnccc1Sc1cccc(C(F)(F)F)c1	9.2
Cc1cc(N2C(=O)C(=O)C(C(=O)c3ccco3)C2c2ccc(C(C)(C)C)cc2)no1 (stereo not given)	11.2
CCCOc1ccc(C(=O)N2CCOCC2)cc1Br	6.7
Cn1cc(CN2CCNC(=O)CC2)c(-c2cccc(Cl)c2)n1	5.3
CCC(C)CNC(=O)c1coc(CN2CCN(c3ncccn3)CC2)n1 (stereo not given)	1.8
COc1ccc(Nc2cc(C)c3cc(NC(=O)c4ccccc4Cl)ccc3n2)cc1	-2.5
CC(C)Oc1cccc(C(=O)NC(=S)Nc2cc(C(F)(F)F)ccc2N2CCOCC2)c1	-4.6
Cc1cc(C)n(C2CN(c3nccc(-c4ncnn4C)n3)C2)n1	6.3
O=C1NCCN1CCNc1nccc(-c2cnn(-c3ccccc3Cl)c2)n1	4.5
COc1cc(/C=N/n2nnnc2N)cc(Cl)c1OC	3.8
NS(=O)(=O)c1ccc(CNC(=O)/C=C/c2c(Cl)cccc2Cl)cc1	15.8
CCOc1ccccc1CN1CCNC(=O)C1CC(=O)N(C)C1CC(C)(C)NC(C)(C)C1 (stereo not given)	0.3
Cc1oc2ccc(O)c(CN3CCN(Cc4ccccc4)CC3)c2c1C(=O)Nc1cccc(Cl)c1C	3.5
Brc1ccc2cccnc2c1	7.6
CCN(CC)CCCNC(=O)c1cn(C)c2ccc(S(=O)(=O)N3CCOCC3)cc2c1=O	-3.5
CC(C)(C)C1CCc2c(sc(NC(=O)c3ccco3)c2C(=O)NCc2ccco2)C1 (stereo not given)	-1.1
Cc1ccc(C(=O)NC(N2CCOCC2)C(Cl)(Cl)Cl)cc1 (stereo not given)	-4.9
Cc1cc(C)cc(NC(=O)Cn2c(=O)n(-c3ccc(C)c(C)c3)c(=O)c3oc4ccccc4c32)c1	2.2
Cc1ccc(NC(=O)C(NC(=O)OCc2ccccc2)C(C)C)cc1C (stereo not given)	-6.6
Cc1ccc(CNC(=O)C2CCN(c3ncnc4c3nc3n4CCCCC3)CC2)cc1	1.0
S=C1c2ccccc2CN1c1ccccc1	2.7
Cc1c(C)n(Cc2ccccc2)c2ccc(C(=O)NCc3ccccc3F)cc12	-8.2
COc1ccc2[nH]cc(CCN=C(NC(=O)c3ccccc3F)Nc3nc(C)cc(C)n3)c2c1	-7.4
C=CCn1c(SCC(=O)OCC)nc2c(c1=O)C1(CCCCC1)Cc1ccccc1-2	6.8
CC[C@@]1(C(=O)OC)C[C@H](C(=O)NC(C)(C)CO)[C@H](c2ccc(OC)cc2)N1C	2.4
Cc1nnc(N2CCN(C(=O)Nc3cccc(C(F)(F)F)c3)CC2)c2nn(-c3ccccc3)c(C)c12	1.6
O=C(NCC(c1ccco1)S(=O)(=O)c1cccs1)c1ccc(Cl)cc1 (stereo not given)	-7.8

Structures from the list above containing a furan ring, fused or not (12):
SMILES	RBX1-CUL1 inh
COC1(OC)C(c2ccco2)C(C#N)(C#N)C1(OC)OC (stereo not given)	-1.9
COC(=O)c1cc2oc(C)cc2n1CC(=O)Nc1ccc(C)cc1C	-9.7
COc1ccc(CNc2nc(-c3ccco3)nn2S(=O)(=O)c2ccc3ccccc3c2)cc1OC	-0.9
Cc1ccccc1-n1c(SCC(=O)Nc2ccc(Cl)cc2F)nnc1-c1cc2occc2n1C	-8.8
Cc1ccc(-n2nc3ccc(NC(=O)c4ccco4)cc3n2)cc1C	-2.5
CCOC(=O)c1cc2c(=O)n3ccccc3nc2n(Cc2ccco2)c1=NC(=O)c1cc(C)cc(C)c1	14.5
Cc1cc2oc(C(=O)Nc3nc(-c4ccccc4)ns3)c(C)c2cc1Cl	-5.6
Cc1cc(N2C(=O)C(=O)C(C(=O)c3ccco3)C2c2ccc(C(C)(C)C)cc2)no1 (stereo not given)	11.2
Cc1oc2ccc(O)c(CN3CCN(Cc4ccccc4)CC3)c2c1C(=O)Nc1cccc(Cl)c1C	3.5
CC(C)(C)C1CCc2c(sc(NC(=O)c3ccco3)c2C(=O)NCc2ccco2)C1 (stereo not given)	-1.1
Cc1cc(C)cc(NC(=O)Cn2c(=O)n(-c3ccc(C)c(C)c3)c(=O)c3oc4ccccc4c32)c1	2.2
O=C(NCC(c1ccco1)S(=O)(=O)c1cccs1)c1ccc(Cl)cc1 (stereo not given)	-7.8

Source: PubChem (Icahn School of Medicine at Mount Sinai)

This is a subset; rates above refer to the full screens.
